Screens as filed in PubChem.
ADAM17 inh – ADAM17 inhibitors, primary screen, biochemical, QFRET; Disintegrin and metalloproteinase domain-containing protein 17 (Homo sapiens), P78536; recombinant ADAM17, EDANS/DABCYL FRET peptide cleavage; inhibition, % at 6.95 µM; 0.83% of 370,000 active; AID 720648, 2013;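 active = inhibition above the mean of compounds lying between control limits plus 3 SD, set per campaign, cut at about 8.5% in these data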;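 also: 0% = DMSO-only wells as the low control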
Target sequence (P78536 215-824 limits assumed): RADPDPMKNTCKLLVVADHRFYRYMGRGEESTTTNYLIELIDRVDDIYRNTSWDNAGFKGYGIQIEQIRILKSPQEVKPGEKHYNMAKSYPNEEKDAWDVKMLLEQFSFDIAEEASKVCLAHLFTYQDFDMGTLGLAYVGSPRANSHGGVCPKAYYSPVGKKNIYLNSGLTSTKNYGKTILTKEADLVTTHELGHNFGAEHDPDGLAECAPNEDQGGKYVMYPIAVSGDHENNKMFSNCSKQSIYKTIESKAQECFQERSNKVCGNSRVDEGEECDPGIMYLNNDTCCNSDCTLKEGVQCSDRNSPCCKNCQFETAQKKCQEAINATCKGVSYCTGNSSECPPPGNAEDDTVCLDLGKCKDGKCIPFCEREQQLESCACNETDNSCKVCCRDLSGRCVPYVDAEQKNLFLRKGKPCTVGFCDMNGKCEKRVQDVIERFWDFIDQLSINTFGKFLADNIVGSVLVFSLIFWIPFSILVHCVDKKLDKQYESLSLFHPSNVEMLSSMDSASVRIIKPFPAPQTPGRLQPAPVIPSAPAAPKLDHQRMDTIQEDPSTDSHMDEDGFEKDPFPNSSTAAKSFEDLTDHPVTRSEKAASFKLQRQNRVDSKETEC
ADAM10 inh – human ADAM10 inhibitors, primary screen, biochemical, QFRET, HTS. 0.62% of 370,000 active. AID 720582, 2013. inhibition, % at 7 µM. recombinant ADAM10, EDANS/DABCYL FRET peptide cleavage, 3 h;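 active = inhibition above a per-campaign cutoff equal to the mean of compounds falling between control-based bounds plus 3 SD, cut at about 20% in these data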;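 also: 0% = DMSO wells while the 100% control is not disclosed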
ARFGAP1 inh – inhibitors of rat ARFGAP1 GAP activity, primary screen, biochemical, fluorescence polarization, GDP tracer; Arfgap1-stimulated ARF1 GTP hydrolysis, GDP FP detection; AID 651572, 2012; inhibition, % at 16.5 µM; 0.26% of 360,000 active;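 active = inhibition above a per-plate limit, mean inhibition of low control wells plus 3 SD, cut at about 25% in these data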;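 also: 0% = DMSO wells with enzyme and 100% = wells lacking Arfgap1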
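Assay system: Rat Arfgap1 GAP domain (His6, aa 1-136), purified enzyme | Buffer or medium: HEPES 25 mM pH 7.5, NaCl 150 mM, MgCl2, DTT | Schedule: GTP hydrolysis reaction 2 h at 25 °C | Signal: FP of antibody-bound GDP Alexa 633 tracer, ex 620/em 688 nm | Measure: Percent inhibition of Arfgap1-stimulated GTP hydrolysis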
PLC-beta3 inh – human PLC-beta3 inhibitors, primary screen, biochemical, fluorescence; 1-phosphatidylinositol 4,5-bisphosphate phosphodiesterase beta-3 (Homo sapiens), Q01970; 0.18% of 370,000 active; Purified PLC-beta3, fluorogenic substrate; AID 720704, 2013; inhibition, % at 12.2 µM; in the data active = inhibition above about 11%;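 also: 0% = median of compound wells on plate and 100% = full blocker control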
ASAP1 inh – inhibitors of human ASAP1 ArfGAP activity, primary screen, biochemical, fluorescence polarization; inhibition, % at 16.5 µM; 0.19% of 360,000 active; ASAP1-stimulated ARF1 GTP hydrolysis, GDP FP detection; Arf-GAP with SH3 domain, ANK repeat and PH domain-containing protein 1 (Homo sapiens), …; in the data active = inhibition above about 25%;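 also: 0% = vehicle with enzyme and substrate and 100% = no enzyme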
Target sequence (Q9ULH1 325-724 limits assumed): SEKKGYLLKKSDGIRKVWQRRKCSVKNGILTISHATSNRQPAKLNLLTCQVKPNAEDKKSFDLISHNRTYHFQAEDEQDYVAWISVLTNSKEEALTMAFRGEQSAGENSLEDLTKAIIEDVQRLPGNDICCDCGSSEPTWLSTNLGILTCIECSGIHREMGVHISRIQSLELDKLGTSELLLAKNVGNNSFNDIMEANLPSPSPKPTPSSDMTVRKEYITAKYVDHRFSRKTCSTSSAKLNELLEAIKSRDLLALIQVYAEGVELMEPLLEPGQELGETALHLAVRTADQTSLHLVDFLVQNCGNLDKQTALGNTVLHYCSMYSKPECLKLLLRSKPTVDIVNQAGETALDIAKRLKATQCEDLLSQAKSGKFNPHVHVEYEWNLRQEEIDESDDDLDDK
Tn6 DDE FP – inhibitors of Tn6 peptide binding to fibrin DD(E), primary screen, biochemical, fluorescence polarization, human fibrin, Tn6 probe. Fibrin DD(E) TRITC-Tn6 fluorescence polarization displacement. AID 720509, 2013. 0.21% of 370,000 active. inhibition, % at 8.3 µM;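 active = inhibition above a per-campaign cutoff: mean of compounds within control limits plus 3 SD, cut at about 15% in these data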;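 also: 0% = median of all compound wells on the plate and 100% = blocking peptide control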
SIAE inh – human SIAE inhibitors, primary screen, biochemical, fluorescence polarization, FP-Rh probe, 1536-well HTS; AID 1053197, 2014; SIAE FP-Rh probe binding; inhibition, % at 9.66 µM; 0.69% of 370,000 active;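 active = inhibition above a cutoff: mean of compounds within the control limits plus 3 SD of those, cut at about 17% in these data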;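 also: 0% = plate median of compound wells and 100% = probe without SIAE protein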
DDE Tn7 FP inh – inhibitors of Tn7 peptide binding to fibrin DD(E), primary screen, biochemical, fluorescence polarization, human fibrin, Tn7 probe | inhibition, % at 8.3 µM | 0.13% of 370,000 active | FP displacement of FITC-Tn7 peptide from fibrin DD(E); 0% = median of compound wells per plate | AID 720508, 2013;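 active = inhibition above the mean of compounds falling within the control limits plus 3 SD of them, cut at about 14% in these data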;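 also: 0% = plate median of compound wells and 100% = 10 µM Aha-Tn7 peptide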
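Assay system: Human fibrin DD(E) protein | Medium: Tris buffer with calcium and detergent, pH 7.8 | Reagent: 0.1 µM fluorescent Tn7 | Compound dosing: Single point at 8.3 µM | Times: 10 min preincubation, 3 h with tracer, room temperature | Detection: Fluorescence polarization of the labelled Tn7 tracer | Controls: Aha-Tn7 high control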
TDP2 inh – human TDP2 enzyme inhibitors, primary screen, biochemical, epi absorbance, recombinant enzyme | Tyrosyl-DNA phosphodiesterase 2 (Homo sapiens), O95551 | T5PNP hydrolysis, p-nitrophenol absorbance 415 nm | inhibition, % at 12.8 µM | 0.34% of 370,000 active | AID 720702, 2013;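 active = inhibition above the mean of all tested compounds plus 3 SD, set per campaign, cut at about 25% in these data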;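 also: 0% = DMSO with enzyme and 100% = buffer with substrate but no TDP2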
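test system = human TDP2 enzyme | input = TDP2 enzyme at 120 nM final | medium = 50 mM Tris-HCl pH 7.5 with Mg2+, KCl, DTT, BSA | also added = T5PNP substrate, 5 mM | times = 2 h at 37 °C | technique = epi absorbance | benchmarks = high control without enzyme, low control DMSO plus TDP2 | replication = each compound tested once, singlicate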
PLCg1 inh – PLC-gamma1 enzyme inhibitors, primary screen, biochemical, fluorescence, purified enzyme. AID 720700, 2013. fluorogenic substrate. inhibition, % at 12.2 µM. 0.84% of 370,000 active. 1-phosphatidylinositol 4,5-bisphosphate phosphodiesterase gamma-1 (Homo sapiens), P19174; in the data active = inhibition above about 9.5%
Active calls of the source: *; i = inactive; . = no result given. Rows are unselected; overall some 3.6% were active at least once.

SMILES	ADAM17 inh	ADAM10 inh	ARFGAP1 inh	PLC-beta3 inh	ASAP1 inh	Tn6 DDE FP	SIAE inh	DDE Tn7 FP inh	TDP2 inh	PLCg1 inh
CC(Oc1ccc(F)cc1)c1nnc(SCC(=O)N(c2ccccc2)C2CCS(=O)(=O)C2)o1 (stereo not drawn)	-6	2	-1	-9	-10	2	0	2	0	-1
NC(=O)NC(=O)COC(=O)CCCSc1nc2ccccc2s1	-3	-6	3	-2	-3	5	3	4	2	-3
CN1C(=O)N(C)c2ccc(C=O)c3cccc1c23	-19	-54	-6	-494	3	-2	-4	2	2	-385
COC(=O)c1ccc(-c2nc(CN3CCN(C(=O)c4ccco4)CC3)c(C)o2)cc1	-7	-15	0	-8	-5	-4	-1	4	0	-3
O=C(OCn1nnc2ccccc2c1=O)c1cc2ccccc2o1	-3	-20	4	-3	10	-2	4	2	1	-2
CCOC(=O)c1nnc2cc(-c3ccc(Br)cc3)nn2c1C	1	4	-4	-1	-15	1	-1	-7	7	-1
CCCCn1c(Cn2nc(C(=O)O)c3ccccc3c2=O)nc2cc(S(N)(=O)=O)ccc21	-3	2	-3	-8	-8	6	8	-3	10	-1
C[C@@H]1CN([C@@H](C)CO)C(=O)CCCn2nncc2CO[C@H]1CN(C)Cc1cccc2c1OCCCO2	-1	-6	15	0	5	3	-7	-7	-2	1
COc1ccc(CCNC(=O)CSc2nnnn2-c2ccc(OC)c(OC)c2)cc1OC	3	16	-11	7	-10	-2	6	4	-8	1
O=c1cc(Cc2ccc([N+](=O)[O-])cc2)[nH]c(=O)[nH]1	-5	-1	-11	3	-4	2	1	7	3	4
CCCCOc1ccc(C(=O)NCC(=O)NNC(=O)c2ccco2)cc1	-3	-1	5	4	-12	-5	1	-7	3	-2
COc1ccc(C(=O)NN2C(=O)C3C(c4ccccc4)C=CC(c4ccccc4)C3C2=O)cc1 (stereo not drawn)	14*	25*	3	-3	-2	4	3	-2	-9	-1
CC(C)Nc1nc(NC(C)C)nc(OCCOC(=O)c2ccccc2)n1	-4	-2	-2	-6	-3	2	0	6	1	-4
O=C(O)c1c(C(=O)O)c(-c2ccc(Cl)c(Cl)c2)n2c1CSC2	-5	-1	-7	-15	-13	1	-1	-3	10	-5
Cc1ccc(S(=O)(=O)Nc2cc(C(=O)NCCN(C)C)ccc2N2CCCC2)cc1	-5	-1	6	-6	-4	0	3	2	4	-5

Arranged by molar mass (high to low): 7 of the compounds above
SMILES	ADAM17 inh	ADAM10 inh	ARFGAP1 inh	PLC-beta3 inh	ASAP1 inh	Tn6 DDE FP	SIAE inh	DDE Tn7 FP inh	TDP2 inh	PLCg1 inh
C[C@@H]1CN([C@@H](C)CO)C(=O)CCCn2nncc2CO[C@H]1CN(C)Cc1cccc2c1OCCCO2	-1	-6	15	0	5	3	-7	-7	-2	1
CCCCn1c(Cn2nc(C(=O)O)c3ccccc3c2=O)nc2cc(S(N)(=O)=O)ccc21	-3	2	-3	-8	-8	6	8	-3	10	-1
COc1ccc(C(=O)NN2C(=O)C3C(c4ccccc4)C=CC(c4ccccc4)C3C2=O)cc1 (stereo not drawn)	14*	25*	3	-3	-2	4	3	-2	-9	-1
Cc1ccc(S(=O)(=O)Nc2cc(C(=O)NCCN(C)C)ccc2N2CCCC2)cc1	-5	-1	6	-6	-4	0	3	2	4	-5
COC(=O)c1ccc(-c2nc(CN3CCN(C(=O)c4ccco4)CC3)c(C)o2)cc1	-7	-15	0	-8	-5	-4	-1	4	0	-3
CCOC(=O)c1nnc2cc(-c3ccc(Br)cc3)nn2c1C	1	4	-4	-1	-15	1	-1	-7	7	-1
CN1C(=O)N(C)c2ccc(C=O)c3cccc1c23	-19	-54	-6	-494	3	-2	-4	2	2	-385

Additional entries follow.
SMILES	ADAM17 inh	ADAM10 inh	ARFGAP1 inh	PLC-beta3 inh	ASAP1 inh	Tn6 DDE FP	SIAE inh	DDE Tn7 FP inh	TDP2 inh	PLCg1 inh
CN(C)c1ccc(Nc2ncnc3ccc(Br)cc23)cc1	1	-3	-2	-12	-2	-7	12	5	-1	-6
CN(C)c1ccnc(Oc2ccc(Cl)cc2)c1C#N	-1	-6	-4	-2	-23	4	-4	-3	5	-4
CC(=O)NC1C(Oc2ccc(C)cc2)OC2COC(c3ccco3)OC2C1O (stereo not drawn)	0	0	-1	-14	-29	6	3	7	4	-1
c1ccc(-c2ccc(Oc3cc(N4CCOCC4)nc(-c4ccccc4)n3)cc2)cc1	0	6	15	-1	-11	2	3	-3	-3	-2
C/C(=N\NC(=O)c1ccc(F)cc1)c1ccc(N2CCOCC2)cc1	-2	-4	-7	-27	-11	-1	7	-4	5	-4
COc1cccc(CC(=O)NNC(=O)CN(C)S(=O)(=O)c2ccc(C)cc2)c1	-4	-11	0	-6	0	11	1	7	6	4
CS(=O)(=O)Nc1ccc(C(=O)Nc2ccc(S(=O)(=O)N3CCCCC3)cc2)cc1	3	-2	-3	-10	5	-9	-16	1	-7	-6
Cc1cc(C)c([N+](=O)[O-])cc1-c1ccc(/C=N/c2c(-c3ccco3)nc3ccccn23)o1	-32	-117	7	-294	13	-6	11	2	-12	-246
COc1ccc(S(=O)(=O)N2CCN(C(=O)Cc3cccs3)CC2)cc1	-1	11	5	6	-3	1	-3	0	-7	2
CCOC(=O)c1ccc(NC(=O)c2cc3c(C)nn(-c4ccccc4Cl)c3s2)s1	-1	-11	-4	-17	4	-8	-7	2	-6	-11
O=C1c2ccccc2C(Nc2ccc3c(c2)OCO3)N1Cc1ccco1 (stereo not drawn)	-3	-1	-2	-6	-2	-3	19*	0	7	-3
O=C(COc1ccccc1Br)NC1CC1	1	-3	3	-8	6	5	5	-5	2	2
CCOC(=O)C(CCCOc1cccc(CC)c1)C(=O)OCC	2	-6	-6	4	3	-2	0	5	-11	-4
CCCCn1c(O)c(/C=C/C=C/C=Nc2ccccc2)sc1=S	-2	-6	-1	-22	-7	4	-3	-1	-7	-10
CCOC(=O)CSc1nc(C)cc(Oc2ccc(=O)n(C)n2)n1	-2	-11	4	4	6	-2	6	4	3	-1
Cc1c(C)c2ccc(OC(C)C(=O)N3CC[C@@]4(O)CCCC[C@H]4C3)cc2oc1=O (stereo partly drawn)	-219	i	14	-116	-10	-2	0	5	2	-92
CCC(=O)N1CCC(NC(=O)Nc2ccc(OC(F)(F)F)cc2)CC1	-3	-1	3	2	3	0	0	-6	-5	-2
COc1ccc(C(=O)COC(=O)CCC(=O)Nc2ccc(C(C)=O)cc2)cc1	-4	-7	-4	-9	-1	2	-3	3	-7	-1
Cc1ccc(C(C)C)c(OCC(=O)OCC(=O)NC2CCS(=O)(=O)C2)c1 (stereo not drawn)	1	5	-3	-9	-3	-4	1	2	-9	1
Cc1ccc(N(Cc2ccccc2)C(=O)c2cc(S(=O)(=O)N3CCOCC3)ccc2Cl)cc1	2	6	6	4	13	-1	1	-4	8	6
CC12CCC(C/C1=N\N=C1\NC(=O)/C(=C\c3ccc(Cl)cc3)S1)C2(C)C (stereo not drawn)	-7	3	2	-3	10	-11	-7	-2	3	0
COC(=O)c1[nH]c2ccc(C)cc2c1NC(=O)Nc1ccc(OC)cc1	-25	-81	1	-10	2	-4	5	-9	7	-7
COc1ccc(OC)c(C(=O)C2COC(=O)C2)c1 (stereo not drawn)	-6	-9	-5	-27	0	5	4	6	4	-22
CC(NC(=O)c1ccccc1NC(=O)CSc1nnnn1C)c1ccccc1 (stereo not drawn)	-4	2	1	-2	0	-10	0	-3	12	-1
O=C(NCc1cccs1)c1cnc2sccn2c1=O	-7	-29	8	2	3	-5	1	4	-1	-2
CCCn1cccc(C(=O)Nc2ccc(OC)cc2)c1=O	-3	-2	10	-16	3	-3	0	1	-1	-9
N/C(=N\OC(=O)Nc1ccc(Cl)c(Cl)c1)c1ncc(C(F)(F)F)cc1Cl	-2	-6	-5	1	3	-3	-71	5	-2	1
O=C(CCc1cccc(Cl)c1)NC1CCCN(Cc2ccccc2F)C1 (stereo not drawn)	-1	7	9	-4	5	0	2	-1	-1	4
O=C(COC(=O)c1cc(=O)[nH]c(=O)[nH]1)NCc1ccccc1	0	-4	-3	4	7	-1	12	-1	-2	7
O=C(CN1C(=O)NC2(CCCC2)C1=O)N1CCN(S(=O)(=O)c2ccc(Cl)c(C(F)(F)F)c2)CC1	-2	2	6	-2	5	-9	0	-4	-4	4
CC1=C/C(=N\N=C2\NC(=O)C(CC(=O)Nc3ccccc3)S2)CC(C)(C)C1 (stereo not drawn)	4	17	6	4	-8	1	3	-5	5	3
CCn1c(=O)n2n(c1=O)[C@@]1(C=C3CCCC[C@H]32)N=C(NC(=O)c2ccccc2)N(Cc2ccccc2)[C@H]1Cc1ccccc1	6	10	.	-23	.	0	8	-1	4	-12
Cc1ccc(NC(=O)C2(C)CCCN2C)cc1C (stereo not drawn)	7	-5	-4	1	-2	-2	0	-9	-19	8

2 compounds picked at random from the list so far, as already listed:
SMILES	ADAM17 inh	ADAM10 inh	ARFGAP1 inh	PLC-beta3 inh	ASAP1 inh	Tn6 DDE FP	SIAE inh	DDE Tn7 FP inh	TDP2 inh	PLCg1 inh
N/C(=N\OC(=O)Nc1ccc(Cl)c(Cl)c1)c1ncc(C(F)(F)F)cc1Cl	-2	-6	-5	1	3	-3	-71	5	-2	1
O=C1c2ccccc2C(Nc2ccc3c(c2)OCO3)N1Cc1ccco1 (stereo not drawn)	-3	-1	-2	-6	-2	-3	19*	0	7	-3
